pAkt inh: inhibitors of Akt phosphorylation; Neuro2A IGF-stimulated pAkt S473 HTRF, 20 min; active compounds read low; activity change, % for hits at 50 µM; actives 0.32% (n = 360,000); in the data active = activity change below about -80%; inconclusive = mostly about -51% to -80%; also: % is scaled to controls: 0 for no effect and ±100 for the full control effect
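Single-point screen (50 µM final compound) in Neuro2A cells stimulated 20 min with 6 nM IGF at 37 deg C. After lysis, Ser473-phosphorylated Akt read by HTRF (ex 330 nm, em 615/665 nm) as the 665/615 ratio.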
GLP-1R agonist: GLP-1 receptor (human) agonism | P43220 | HEK293 GLP-1R CRE-luciferase, luminescence, 4-6 h; cells express a hypersensitive GLP-1R form | Potency, µM (top dose mostly 45.6 µM), for inactives: top-dose activation, usual class: activators | actives 0.007% (n = 380,000) | AID 624172; also: potency is read from the fitted curve at half-maximal effect; % of control where 0% means no effect
Target sequence (P43220 whole entry, looked up): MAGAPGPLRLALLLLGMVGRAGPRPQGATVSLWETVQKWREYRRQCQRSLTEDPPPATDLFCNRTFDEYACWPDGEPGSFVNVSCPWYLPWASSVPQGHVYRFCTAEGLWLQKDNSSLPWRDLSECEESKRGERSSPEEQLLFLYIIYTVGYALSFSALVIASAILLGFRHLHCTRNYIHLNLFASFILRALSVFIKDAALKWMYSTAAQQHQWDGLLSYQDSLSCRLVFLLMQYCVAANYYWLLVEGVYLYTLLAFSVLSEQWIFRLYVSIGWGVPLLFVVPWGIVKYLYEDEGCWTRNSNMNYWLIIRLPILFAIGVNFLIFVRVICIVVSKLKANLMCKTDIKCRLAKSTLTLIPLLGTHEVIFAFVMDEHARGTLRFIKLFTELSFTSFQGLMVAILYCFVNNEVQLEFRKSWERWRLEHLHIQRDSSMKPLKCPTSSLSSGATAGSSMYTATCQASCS
aSyn rescue: alpha-synuclein toxicity inhibition in yeast | Yeast expressing alpha-synuclein, growth rescue, BacTiter-Glo, 24 h | Potency, µM (top dose mostly 46.1 µM), for inactives: at the highest dose growth rescue (activation), most hits filed as activators | actives 0.14% (n = 370,000) | AID 652106; also: potency is read from the fitted curve at half-maximal effect; % of control where 0% means no effect; nearly all actives have a fitted effect of over 65% in size
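Screening used galactose-induced yeast with toxic alpha-synuclein levels, exposed to compound for 24 hr at 30 deg C. Cell growth, read with BacTiter-Glo luminescence, gave the measured signal.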
TDP43 rescue: rescues yeast growth from TDP-43 toxicity; TDP-43 expressing yeast growth rescue, BacTiter-Glo, 24 h; Potency, µM (doses to about 46.1 µM), inactives show at the highest dose growth rescue (activation), usual class: activators; actives 1.8% (n = 410,000); AID 652104; also: potency is read from the fitted curve at half-maximal effect; % of control where 0% means no effect; nearly all actives have a fitted effect of over 50% in size
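Growth rescue of TDP-43-toxic yeast measured as ATP luminescence (BacTiter-Glo). Cells grown to mid-log in raffinose, induced in galactose at OD600=0.02, exposed to compound 24 hr at 30 deg C.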
DRD3 antagonist: antagonists of human D3 dopamine receptor | P35462 | max response, negative = inhibition, % | actives 2.5% (n = 360,000) | D3R cells, DiscoveRx beta-arrestin luminescence, antagonist mode; active compounds read low; in the data active = max response below about -50%; inconclusive = no clear call, values can overlap the other calls; also: % is scaled to controls: 0 for no effect and ±100 for the full control effect; mostly tested at two doses, the higher about 12 µM
Target sequence (P35462 whole entry, looked up): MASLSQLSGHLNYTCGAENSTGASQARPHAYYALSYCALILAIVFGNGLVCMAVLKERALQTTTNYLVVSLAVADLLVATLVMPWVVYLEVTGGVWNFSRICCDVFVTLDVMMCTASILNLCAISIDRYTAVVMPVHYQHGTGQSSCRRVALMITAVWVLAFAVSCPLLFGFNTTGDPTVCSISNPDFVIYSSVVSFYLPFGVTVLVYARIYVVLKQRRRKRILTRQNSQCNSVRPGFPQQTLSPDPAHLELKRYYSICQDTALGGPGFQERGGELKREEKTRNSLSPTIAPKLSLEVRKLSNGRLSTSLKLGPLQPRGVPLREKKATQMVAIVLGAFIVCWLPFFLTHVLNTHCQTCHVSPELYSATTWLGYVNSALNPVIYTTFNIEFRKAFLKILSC
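Cells expressing the human receptor were seeded at 1500 cells/well, incubated overnight at 37 degrees C in 5% CO2, then exposed to library compounds with dopamine controls for 90 minutes at 37 degrees C before luminescent detection.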
PTHR1 agonist: agonists of human PTHR1 parathyroid hormone receptor. Potency, µM (highest dose often 115 µM), for inactives: top-dose activation, most hits filed as activators. HEK293 GP2 PTHR1 cells, GloSensor cAMP luminescence, 1 h. AID 743266. actives 0.075% (n = 410,000). Q03431; also: potency is read from the fitted curve at half-maximal effect; nearly all actives have a fitted effect of over 55% in size; some results filed as inactive show a strong effect at the top dose; inactives centre near -15; many of its hits are not listed in these tables
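HEK-293-derived GP2 cells expressing PTHR1 and a GloSensor cAMP reporter, 3,000/well, plated overnight, given luciferin plus IBMX (each 0.5 mM as added) for 1 h at 37 °C, then compound for 1 h at 37 °C. Luminescence was read after 15 min at room temperature.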
Abeta yeast res: A-beta toxicity reversal in yeast | yeast expressing A-beta42, growth rescue, OD600, 48 h; response scale: 0% DMSO, 100% iron-clioquinol control | Potency, µM (highest dose often 46.1 µM), inactives show at the highest dose growth rescue, most hits filed as activators | actives 0.063% (n = 410,000); also: potency is read from the fitted curve at half-maximal effect; nearly all actives have a fitted effect of over 55% in size
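Yeast growth medium received pinned compounds, then yeast cells expressing toxic A-beta were added; plates incubated at 30 C for 48 hr. Growth read as absorbance at 600 nm, normalized to DMSO and equimolar FeCl3 plus clioquinol controls.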
GLP1R inv ag: inverse agonists of human GLP-1 receptor; actives 1.6% (n = 410,000); P43220; HEK293 GLP-1R CRE-luciferase, luminescence, 24 h; GLP-1R form is constitutively active; Potency, µM (series often up to 38.3 µM), inactives show at the top dose activity change, negative = inhibition, actives largely listed as inhibitors; also: potency is read from the fitted curve at half-maximal effect; % is scaled to controls: 0 for no effect and ±100 for the full control effect; nearly all actives have a fitted effect of over 55% in size
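Assay principle: reduced luminescence from a cAMP-responsive reporter in HEK293 cells co-expressing a constitutively active GLP-1R. Conditions: 24 hr compound incubation, 37 deg C, 5% CO2.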
FUS suppressor: suppressors of FUS proteinopathy in yeast; S. cerevisiae FUS-expressing, growth rescue, OD600, 24 h; Potency, µM (top dose mostly 76.6 µM), inactives show top-dose growth rescue (activation), hits mostly activators; actives 0.24% (n = 390,000); AID 1347120;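 also: potency is read from the fitted curve at half-maximal effect; plate controls were DMSO vehicle for no effect and reference control for full effect; nearly all actives have a fitted effect of over 55% in size; some results filed as inactive show a strong effect at the top dose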
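Read-out: OD at 600 nm after 24hr at 30C, reporting rescue of FUS-induced yeast toxicity. Cells at OD 0.005 in galactose (2%) minimal medium; compounds tested in a dilution series; CP55940 titration from 92uM final as control.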
Active calls of the source: *; i = inactive; ? = inconclusive; . = not tested or not shown; & = joins results of further samples; [ ] = remark or other dose. Unless noted, calls follow the shape of the dose curve; as a rule, active = well fitted curve in the direction sought with a large enough effect; inconclusive = small, poorly fitted or top-dose-only effect, or another doubt; inactive = no such curve, though single readings can be large; an effect the other way counts as inactive or inconclusive.

SMILES	pAkt inh	GLP-1R agonist	aSyn rescue	TDP43 rescue	DRD3 antagonist	PTHR1 agonist	Abeta yeast res	GLP1R inv ag	FUS suppressor
CN(C)c1ccsc1C(=O)NNS(=O)(=O)c1ccc(Cl)cc1	i	-8%	11%	6%	-1	i	13%	-1%	-8%
COc1cccc(-c2cc(C(F)(F)F)nc(NCCc3ccc(OC)c(OC)c3)n2)c1	.	0%	.	?	.	-17%	-4%	0%	-21%
Cc1nnc(NC(=O)CSc2nnc(CCc3nc4ccccc4[nH]3)n2C)s1	i	-5%	-2%	1%	-23	i	-14%	21%	5%
CC(O)(c1cccc(F)c1)c1nc(/C=C/c2ccccc2)cs1 (configuration not stated)	i	6%	-44%[inhibitor]	-25%	-88*	-23%	-92%[inhibitor]	?	24%
O=C1Nc2c(Cl)cccc2C1=O	i	-2%	5%	0%	?	-8%	-22%	12%	-4%
CCOc1cccc(CC(=O)N2CCc3c([nH]c4ccccc34)C2c2ccc(Cl)cc2)c1OCC (configuration not stated)	.	.	.	16%	.	-6%	3%	10µM*	32%
NC(=O)C1CC(=O)N(c2ccc(OCC(=O)Nc3ccc(Cl)cc3)cc2)C1 (configuration not stated)	i	9%	-5%	-3%	-12	-23%	-6%	-17%	-1%
CCC(C)NS(=O)(=O)c1ccc(NC(=O)CNCc2cccs2)cc1 (configuration not stated)	i	16%	-1%	-11%	0	i	4%	-23%	-1%
Cc1ccc(SCC(=O)NNC(=O)CNC(=O)c2ccccc2F)cc1	i	12%	-3%	-15%	-23	i	5%	7%	24%
Cc1ccc(OCC(=O)Nc2ccc3c(c2)nc(CCN2CCCC2)n3C)cc1	i	12%	8%	11%	0	20%	-6%	-23%	-23%
CC(=O)Oc1ccccc1/C=C/c1ccc2ccccc2[n+]1C	i	-6%	-6%	-5%	-20	-29%	-8%	-18%	10%
c1ccc2c(c1)nc(NCc1ccc3c(c1)OCO3)n2CCN1CCOCC1	i	-1%	1%	7%	-20	i	-13%	9%	16%
Cc1ccc(-c2nc3c(c(SCC(=O)N4CCOCC4)n2)Cc2c(CO)cnc(C)c2O3)cc1	i	3%	1%	0%	21	-7%	-15%	-1%	26%
Cc1ccc(NC(=O)CSc2n[nH]c(-c3ccncc3)n2)c(C)c1	i	13%	-5%	-17%	-2	0%	-5%	1%	21%
COc1ccc(N2CCN(S(=O)(=O)/C=C/c3ccccc3)CC2)cc1	i	-13%	-10%	3%	-6	-3%	-2%	-5%	-4%
COc1ccccc1CNC(=O)CSc1nc2nc(C)c(Cc3ccccc3Cl)c(C)n2n1	.	.	.	13%	.	-5%	1%	-7%	32%
C=CCNC(=O)C(=O)N/N=C/c1cccc(Br)c1	i	3%	3%	29%	8	i	-1%	1%	-1%
O=C(Nc1nnc(SCc2ccc(F)cc2)s1)c1ccc2ncsc2c1	i	-2%	2%	0%	11	-23%	17%	23%	5%
COCCSc1nnc(NC(=O)C2CC(=O)N(c3ccc(OC)cc3)C2)s1 (configuration not stated)	i	-1%	0%	6%	6	i	-13%	10%	13%
CC(C)Oc1ccc(C(=O)N2CCCc3ccccc32)cc1	i	-4%	-8%	23%	-19	-29%	-14%	-8%	29%
O=C(c1ccc(CNc2c(N3CCCC3)c(=O)c2=O)cc1)N1CC=C(c2ccccc2)CC1	i	10%	-1%	13%	-11	-56%[inhibitor]	18%	-12%	?
COc1ccccc1CNC(=O)Nc1ccc2c(c1)N(C)C(=O)c1ccccc1S2	.	.	.	19%	.	-22%	-5%	?	?
Oc1ccc(Nc2nc(-c3cccs3)cs2)cc1	i	-2%	4%	-10%	-13	-4%	1%	15%	.
Clc1ccc(-c2ccc(CNCC3CCCO3)o2)cc1 (configuration not stated)	i	0%	-3%	-8%	?	-12%	7%	?	4%
O=C1NC(=Nc2cccnc2)S/C1=C\c1cccc(F)c1	i	11%	1%	-2%	12	i	-5%	16%	6%
CCCn1nc(C(=O)Nc2cccc(S(=O)(=O)N3CCOCC3)c2)c2ccccc2c1=O	i	14%	-1%	27%	23	i	7%	5%	29%
CCCOc1cccc(/C=N/NC(=O)c2csc(C)c2C)c1	i	-1%	3%	6%	9	-2%[57.5 µM]	4%	-43%	4%
O=C1CNC(=S)N1C1CCCCCC1	i	7%	6%	24%	-4	i	29%	12%	-6%
O=C(Nc1nnc(S(=O)(=O)N2CCCc3ccccc32)s1)c1ccccc1	.	.	.	15%	.	-41%[inhibitor]	-11%	?	11%
CC(=O)OC(C(=O)NC1CCCCC1)c1ccc(C#N)cc1 (configuration not stated)	i	0%	-4%	0%	7	i	3%	-6%	12%

Copied from the entries so far for reference:
SMILES	pAkt inh	GLP-1R agonist	aSyn rescue	TDP43 rescue	DRD3 antagonist	PTHR1 agonist	Abeta yeast res	GLP1R inv ag	FUS suppressor
Oc1ccc(Nc2nc(-c3cccs3)cs2)cc1	i	-2%	4%	-10%	-13	-4%	1%	15%	.
Clc1ccc(-c2ccc(CNCC3CCCO3)o2)cc1 (configuration not stated)	i	0%	-3%	-8%	?	-12%	7%	?	4%
O=C1NC(=Nc2cccnc2)S/C1=C\c1cccc(F)c1	i	11%	1%	-2%	12	i	-5%	16%	6%
CCCn1nc(C(=O)Nc2cccc(S(=O)(=O)N3CCOCC3)c2)c2ccccc2c1=O	i	14%	-1%	27%	23	i	7%	5%	29%
CCCOc1cccc(/C=N/NC(=O)c2csc(C)c2C)c1	i	-1%	3%	6%	9	-2%[57.5 µM]	4%	-43%	4%

Later entries
SMILES	pAkt inh	GLP-1R agonist	aSyn rescue	TDP43 rescue	DRD3 antagonist	PTHR1 agonist	Abeta yeast res	GLP1R inv ag	FUS suppressor
O=C1Nc2ccccc2N(O)N1c1ccc(S(=O)(=O)N2CCOCC2)cc1	i	-9%	2%	-4%	0	-10%	3%	12%	.
Cc1[nH]nc(SCC(=O)N(C)c2ccccc2)c1[N+](=O)[O-]	i	0%	4%	12%	15	-5%	.	8%	-7%
Cc1ccc(OCCn2c(Br)nc3c2c(=O)n(C)c(=O)n3C)cc1	i	0%	-6%	-6%	15	-28%	-9%	45%[activator]	63%
COc1cc(NC(=O)Cn2cnc3sc(C)c(S(=O)(=O)N4CCN(C)CC4)c3c2=O)cc(OC)c1OC	.	.	.	0%	.	?	-3%	6%	-16%
COC(=O)Cc1n[nH]c(=O)c2ccccc12	i	-5%	-6%	-10%	-11	i	16%	5%	-23%
COc1ccc(OC)c(C2=C[N+](=O)C(C)(C)C(C)(C)N2[O-])c1	i	-6%	-2%	1%	-5	-2%	1%	15%	-18%
C/C(N)=C(/C#N)C(=O)CSc1nnc(SCc2ccc(Cl)cc2)s1	i	18%&3%	4%&0%	-9%&0%	14&3	-17%	5%&-4%	?	-3%&3%
Cc1ccc([C@@H]2C[C@H]3[C@@H](CN2S(=O)(=O)c2ccc(Cl)cc2)C(=O)C[C@@H](c2cccc4ccccc24)N3S(=O)(=O)c2ccc(C)cc2)cc1	i	1%	-4%	?	0	-21%	-14%	-18%	-3%
CC1(CC(=O)NNC(=O)Nc2ccccc2)OCCCO1	i	7%	-7%	3%	3	i	-7%	7%	-2%
CC(C)(C)c1ccc(C(=O)NCC(c2cccs2)S(=O)(=O)c2ccccc2)cc1 (configuration not stated)	.	.	.	26%	.	i	-18%	2.8µM*	?
COc1cc(OC)cc(-c2c(Sc3ccccc3)c3cc(-c4cnc(OC)nc4)ccc3n2C)c1	i	2%	-2%	3%	?	-10%	-15%	21%	25%
N#C/C(=C\c1ccc(O)cc1)c1nc2ccccc2o1	i	20%	1%	-3%	-13	-18%	-27%	-4%	13%
COc1ccc(/C=N/N2C(=O)CSC2=S)cc1	i	-1%	-11%	-3%	-5	-5%	-12%	11%	17%
Cc1ccc(S(=O)(=O)N(C)C)cc1NC(=O)CCc1ccccc1	i	3%	6%	12%	-13	-23%	-8%	7%	-29%
CCCCn1c(N)c(N(CC)C(=O)c2cc3c(s2)CCCCC3)c(=O)[nH]c1=O	i	0%	-1%	-18%	-6	i	3%	4%	7%
N/C(COc1ccc(F)cc1)=N\NC(=O)c1cccnc1Oc1ccccc1	i	4%	7%	7%	10	-17%	-6%	-16%	12%
COc1cc2c(cc1OC)CN(Cc1cc(=O)oc3c(C)c(C)ccc13)CC2	i	10%	-7%	17%	-18	-34%[inhibitor]	-7%	-10%	39%
COc1cc(O)c2c(=O)c3c(O[C@H]4O[C@@H](CO)[C@H](O)[C@@H](O)[C@@H]4O)ccc(O)c3oc2c1	i	5%	-6%	11%	?	i	-16%	10%	-13%
CN(CCOc1ccccc1)C(=O)c1cc([N+](=O)[O-])cc([N+](=O)[O-])c1	i	7%	0%	16%	-20	i	-17%	-5%	-8%
O=C(NCC1COCCO1)c1ccc(OC2CCN(CCc3ccccc3)CC2)cc1 (configuration not stated)	i	-8%	0%	2%	-5	i	-7%	-14%	.
C=CCNc1ncnc2c1ncn2[C@H]1CN(CCOC)C[C@@H](CO)O1	i	0%	-1%	10%	9	-24%	-13%	14%	-11%
CC(=O)NC1C(=O)N(CCN2CCOCC2)c2ccc(Cl)cc21 (configuration not stated)	i	0%	-3%	-11%	-2	i	13%	11%	34%
Cc1ccc(C(=O)COc2ncnc3cc(Cl)ccc23)cc1	i	6%	7%	-18%	3	-17%	-1%	28%	5%
CCCCN(C(=O)C(C)N1C(=O)c2ccccc2C1=O)c1c(N)n(CCCC)c(=O)[nH]c1=O (configuration not stated)	i	-5%	-7%	-3%	-29	-39%[inhibitor]	-11%	2%	-6%
O=C1C(=Cc2ccccc2O)SC(=S)N1CCCN1CCOCC1	i	2%	-9%	16%	16	i	-1%	6%	-5%

Screening results (PubChem)

These rows are one share of the data (hit frequency here may not be typical).
